MCL1 BIM primary: inhibitors of human MCL1 binding to BIM-BH3 peptide | Q07820 | GST-MCL1 / FITC-Bim-BH3 fluorescence polarization | inhibition, % at 10.9 µM | 320,000 compounds, 0.68% hits | AID 2057;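 active = inhibition above the mean inhibition of all tested compounds plus 3 SD, set per campaign, cut at about 40% in these data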;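 also: 0% = DMSO wells and 100% = unlabeled Bim-BH3 peptide control; higher means more loss of mP so more displacement of Bim peptide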
Target sequence (Q07820 whole entry, looked up): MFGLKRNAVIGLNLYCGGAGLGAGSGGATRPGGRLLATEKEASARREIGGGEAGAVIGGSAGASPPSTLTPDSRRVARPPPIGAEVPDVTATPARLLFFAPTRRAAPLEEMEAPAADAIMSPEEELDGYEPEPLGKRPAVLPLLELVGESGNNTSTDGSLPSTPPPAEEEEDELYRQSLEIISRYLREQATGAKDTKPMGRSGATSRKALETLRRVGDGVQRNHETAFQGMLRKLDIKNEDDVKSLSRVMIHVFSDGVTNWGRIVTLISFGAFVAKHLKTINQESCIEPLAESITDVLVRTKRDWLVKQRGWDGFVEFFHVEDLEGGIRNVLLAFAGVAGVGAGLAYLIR
GRK2 inh: inhibitors of human GRK2 displacing RNA aptamer; P25098; bead flow cytometry, FAM-aptamer displacement from GRK2; inhibition of aptamer binding, % at 10 µM; 330,000 compounds, 0.59% hits;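 active = inhibition of aptamer binding above 40%, roughly 3 SD of noise, on plates passing a quality check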;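 also: median bead fluorescence of bound FAM aptamer so fluorescent compounds give negative values; no value below 0 was filed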
BCLXL inh: Bcl-xL (human) inhibition. Q07817. GST-Bcl-xL / FITC-Bim BH3 peptide fluorescence polarization. inhibition, % at 10.9 µM. 320,000 compounds, 0.7% hits;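 active = inhibition above the mean of all tested compounds plus 3 SD, cutoff set per campaign, cut at about 30% in these data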;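 also: 0% = DMSO wells and 100% = unlabeled Bim-BH3 peptide competitor; inhibitors lower millipolarization by displacing the labeled peptide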
AGP1 TOR yeast: modulators of TOR pathway AGP1-GFP in S. cerevisiae; GFP response vs DMSO, % at 10 µM; 320,000 compounds, 0.02% hits; AID 2066; S. cerevisiae AGP1-GFP multiplex flow cytometry, 3 h; GFP as percent of DMSO wells;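 active = GFP response relative to DMSO above a set limit, near screen average plus 3 SD, cut at about 150% in these data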;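 also: median GFP channel fluorescence of the gated AGP1 strain per well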
CR mimetic SO: caloric restriction mimetics inhibiting age-related superoxide in yeast; AID 2690; S. cerevisiae aged cells, superoxide DHE fluorescence; stronger effect = lower value; 330,000 compounds, 0.18% hits; superoxide response (% of plate mean), % at 10 µM;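 active = superoxide response under a set limit, about three screen SD below normal, cut at about 65% in these data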;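 also: yeast aged for seven days with compound at 30 °C before DHE staining; 100% = average MFI of all compound-treated wells on the plate with controls excluded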
MEX-5 binding: C. elegans MEX-5 TCR-2 RNA binding activity; AID 1832; activity score (negative = inhibition of binding), % at 10 µM; 300,000 compounds, 0.38% hits; MEX-5/FITC-TCR2 RNA binding, fluorescence polarization; stronger effect = lower value;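 active = inhibition past about -25% in most replicates, and total fluorescence under double the plate's negative control median, limit read from the data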;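 also: 0% = DMSO and -100% = 5 µM competing unlabeled TCR2 RNA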
CIT2 TOR yeast: modulators of TOR pathway CIT2-GFP in S. cerevisiae; S. cerevisiae CIT2-GFP strain, flow cytometry, 3 h; 100 means same as DMSO wells; GFP response vs DMSO, % at 10 µM; 320,000 compounds, 0.065% hits; AID 2029;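 active = GFP response relative to DMSO above a set limit, near the screen mean plus 3 SD, cut at about 150% in these data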;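 also: ratio of well median GFP fluorescence to mean of DMSO wells on the plate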
VLA-4 inh: inhibition in a human VLA-4 binding assay. P13612. VLA-4 expressing cells, ligand binding flow cytometry. inhibition, % (about 7 µM as worked out from the volumes in the protocol). 330,000 compounds, 0.2% hits. AID 2557; in the data active = inhibition above about 50%
GLD-1 TGE inh: GLD-1-TGE RNA interaction inhibition (C. elegans); Q17339; purified GLD-1 + fluorescein TGE RNA, fluorescence polarization; inhibition, % at 5.96 µM; 320,000 compounds, 0.44% hits;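 active = percent inhibition above a per-plate cutoff, the plate mean of test compounds plus 3 SD, cut at about 30% in these data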;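 also: 0% = DMSO wells with GLD-1 and probe and 100% = wells lacking GLD-1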
Target sequence (Q17339 whole entry, looked up): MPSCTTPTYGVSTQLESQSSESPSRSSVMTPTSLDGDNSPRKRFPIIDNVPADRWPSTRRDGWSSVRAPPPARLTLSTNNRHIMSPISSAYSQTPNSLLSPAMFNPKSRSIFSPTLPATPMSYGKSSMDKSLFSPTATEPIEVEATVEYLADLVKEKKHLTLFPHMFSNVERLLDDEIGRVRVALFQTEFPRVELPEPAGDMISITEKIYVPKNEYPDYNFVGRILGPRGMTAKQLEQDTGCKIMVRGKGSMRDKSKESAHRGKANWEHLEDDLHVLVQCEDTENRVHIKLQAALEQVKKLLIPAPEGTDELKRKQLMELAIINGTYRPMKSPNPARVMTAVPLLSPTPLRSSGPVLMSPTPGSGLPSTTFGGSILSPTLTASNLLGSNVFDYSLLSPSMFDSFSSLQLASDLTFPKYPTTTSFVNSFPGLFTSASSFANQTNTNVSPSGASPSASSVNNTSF
* = called active by the depositor; · = not tested or not shown; [ ] = remark or other dose.

SMILES	MCL1 BIM primary	GRK2 inh	BCLXL inh	AGP1 TOR yeast	CR mimetic SO	MEX-5 binding	CIT2 TOR yeast	VLA-4 inh	GLD-1 TGE inh
O=C(NC(=S)Nc1ccccn1)c1ccc([N+](=O)[O-])cc1	14	0	9	92	89	-0.4	86	-12	-1
C=CCn1c(CNc2ccc(C)cc2)nnc1SCC(=O)N/N=C/c1ccc(O)cc1O	1	1	1	90	98	·	100	7	0
CC(=O)N1CCC2(CC1)CC(=O)c1cc(OCC(=O)NCc3ccco3)ccc1O2	3	1	5	101	89	0.2	97	8	9
NC(=O)CCN1CCCCC1	3	1	1	96	83	-1.2	86	7	-5
COc1ccc(C(=O)/C=C/c2ccccc2F)c(OC(=O)c2ccc([N+](=O)[O-])cc2)c1	-1	0	2	102	84	0.1	99	-4	2
CCOC(=O)[C@@H]1[C@H]2COc3cc(OC)ccc3[C@H]2N2C(=O)N(c3ccc(C)cc3)C(=O)[C@@]12C	1	0	4	82	105	1.0	71	23	2
CCN1CCN(CCNC(=O)CCc2c(C)c3c(C)nn(-c4ccccc4)c3n(C)c2=O)CC1	12	0	10	104	102	-0.3	108	4	5
O=c1cc(CSc2ccc(Cl)cc2)nc(N2CCCCC2)[nH]1	5	0	2	102	93	2.7	98	10	0
CCOc1ccc2ncc(S(=O)(=O)c3ccccc3)c(N3CCN(c4ccc(OC)cc4)CC3)c2c1	-8	2	0	102	117	2.7	103	-5	1
COC(=O)C1SCC2C(=O)N(Cc3ccccc3)CC(=O)N21 (centres undefined)	1	0	6	92	90	-1.1	97	8	7
COc1ccc2[nH]c3c(c2c1)CCNC3=O	-4	0	1	103	107	0.4	96	26	-6
COC(=O)c1ccccc1CON1C(=O)C(C)(C)N(OCc2ccccc2C(=O)OC)C(=O)C1(C)C	-4	0	3	103	85	0.7	101	33	4
O=C(CSc1ccccc1)Nc1nnc(COc2ccc(Cl)cc2)s1	11	23	13	100	79	2.1	104	16	3
CCCN1CCC(=O)N([C@H](CSc2ccc(Br)cc2)c2ccccc2)CC1	1	0	1	116	95	1.9	106	27	10
CS(=O)(=O)N(CC(=O)NCc1ccco1)c1ccc2c(c1)OCO2	7	3	6	105	113	-2.4	94	-3	-2
O=C(Cn1nnc(-c2ccc3c(c2)OCO3)n1)NCc1ccccc1	5	1	5	110	112	2.1	103	-1	-6
CCN(CC)S(=O)(=O)c1ccc(N=Nc2c(C)[nH]n(C(N)=S)c2=O)cc1	11	0	8	105	115	-2.6	95	0	-2
Cc1nnc(NC(=O)CCCN2C(=O)c3ccccc3C2=O)s1	-7	0	-12	109	96	0.9	104	9	-7
Cn1c(-c2ncc(F)cc2F)cc2onc(-c3c(F)cccc3Cl)c2c1=O	·	3	·	102	95	·	83	-1	1
N#Cc1c(SCc2c(Cl)cccc2Cl)nc(N)[nH]c1=S	6	3	11	97	88	·	102	-5	2
CCCn1c(C)cc(C(=O)COc2ccc(S(=O)(=O)N(CC)CC)cc2[N+](=O)[O-])c1C	-5	1	6	104	110	-1.5	104	10	4
C=CCNC(=O)/C(=C\c1ccc([N+](=O)[O-])cc1)NC(C)=O	6	1	7	96	105	-0.7	106	4	7
CCOC(=O)c1[nH]c(C=O)c(C(=O)OCC)c1C	-1	0	3	68[may fluoresce red]	97	-0.3	82[may fluoresce red]	-10	-2
CCOc1ccc(S(=O)(=O)n2nc(C)cc2C)c2ccccc12	3	0	1	104	97	0.2	100	7	-3
Cc1ccc(O)c(NC(=O)c2cc(C)no2)c1	-6	1	1	95	114	4.2	85	39	2

Sorted by the number under AGP1 TOR yeast (smallest number first): some entries from above
structure	MCL1 BIM primary	GRK2 inh	BCLXL inh	AGP1 TOR yeast	MEX-5 binding	CIT2 TOR yeast	VLA-4 inh	GLD-1 TGE inh
CCOC(=O)[C@@H]1[C@H]2COc3cc(OC)ccc3[C@H]2N2C(=O)N(c3ccc(C)cc3)C(=O)[C@@]12C	1	0	4	82	1.0	71	23	2
O=C(NC(=S)Nc1ccccn1)c1ccc([N+](=O)[O-])cc1	14	0	9	92	-0.4	86	-12	-1
CC(=O)N1CCC2(CC1)CC(=O)c1cc(OCC(=O)NCc3ccco3)ccc1O2	3	1	5	101	0.2	97	8	9
CCOc1ccc(S(=O)(=O)n2nc(C)cc2C)c2ccccc12	3	0	1	104	0.2	100	7	-3
Cc1nnc(NC(=O)CCCN2C(=O)c3ccccc3C2=O)s1	-7	0	-12	109	0.9	104	9	-7

Of the compounds above, 4 contain an aryl methoxy group.
SMILES	MCL1 BIM primary	GRK2 inh	BCLXL inh	AGP1 TOR yeast	CR mimetic SO	MEX-5 binding	CIT2 TOR yeast	VLA-4 inh	GLD-1 TGE inh
COc1ccc(C(=O)/C=C/c2ccccc2F)c(OC(=O)c2ccc([N+](=O)[O-])cc2)c1	-1	0	2	102	84	0.1	99	-4	2
CCOC(=O)[C@@H]1[C@H]2COc3cc(OC)ccc3[C@H]2N2C(=O)N(c3ccc(C)cc3)C(=O)[C@@]12C	1	0	4	82	105	1.0	71	23	2
CCOc1ccc2ncc(S(=O)(=O)c3ccccc3)c(N3CCN(c4ccc(OC)cc4)CC3)c2c1	-8	2	0	102	117	2.7	103	-5	1
COc1ccc2[nH]c3c(c2c1)CCNC3=O	-4	0	1	103	107	0.4	96	26	-6

(list continues)
SMILES	MCL1 BIM primary	GRK2 inh	BCLXL inh	AGP1 TOR yeast	CR mimetic SO	MEX-5 binding	CIT2 TOR yeast	VLA-4 inh	GLD-1 TGE inh
Cc1ccc(Oc2nccc(-c3ccc(Cl)cc3)n2)cc1	1	0	-1	97	88	1.5	103	6	4
CCNC(=O)CC1C(=O)N(c2ccccc2)C(=O)N1CCC(C)C (centres undefined)	6	0	7	111	90	-0.3	106	4	8
CC(C)C(=O)Nc1cccc(C(=O)Nc2nncs2)c1	9	4	4	97	98	3.0	95	11	8
S=C1NC2(CCCCCC2)N=C1c1ccccc1	6	1	4	101	91	-1.2	100	10	1
Cc1cc(=O)[nH]c(N/N=C/c2cn(CCC#N)nc2-c2ccccc2)n1	0	0	-7	108	97	-1.5	108	7	-2
CN1CCN(S(=O)(=O)c2ccc(Nc3cccc(Cl)c3)c([N+](=O)[O-])c2)CC1	2	1	5	97	100	·	96	6	4
O=C(Nc1nccs1)c1ccc([N+](=O)[O-])cc1	5	0	11	104	89	-1.9	97	5	4
C=CCNC(=O)CSc1nnc(-c2ccc(S(=O)(=O)N3CCCC3)cc2)n1C	-25	2	-10	93	105	3.2	98	8	-5
CC(=O)c1cc2c(cc1NC(=O)CCCC(=O)O)OCO2	5	0	8	103	98	0.6	99	-4	3
O=C(COc1ccccc1[N+](=O)[O-])N(C1CCCCC1)C1CCS(=O)(=O)C1 (centres undefined)	-3	1	-6	106	114	-3.3	91	1	5
CCC(=O)OCCn1c(Br)nc2c1c(=O)[nH]c(=O)n2C	9	2	10	102	95	1.4	107	2	6
O=S(=O)(c1ccc(SCCO)nc1)N1CCCC1	5	4	-2	99	85	1.6	102	-4	2
CCOc1ccc(NC(=O)CN(C)C(=O)C2CC(=O)N(c3ccc4c(c3)OCCO4)C2)cc1OCC (centres undefined)	0	0	4	98	101	-3.2	89	0	4
O=C(Nc1cccc(NC(=O)c2ccco2)c1)c1ccc([N+](=O)[O-])cc1	0	1	1	93	84	-1.3	100	-1	3
O=C(c1cc2ncc(CCCl)cn2n1)N1CCCCCC1	0	0	2	104	113	1.9	104	1	2
Cc1ccc(N=c2c([N+](=O)[O-])nn(-c3ccc4c(c3)OCCO4)n2O)cc1F	9	7	4	103	116	0.1	104	4	-1
CNC(=S)N1CCN(c2nc(-c3ccc(F)cc3)cs2)CC1	0	0	-3	92	101	0.5	95	3	-2
Cn1c(NCc2c(O)ccc3ccccc23)nc2ccccc21	7	0	4	105	91	1.7	104	-2	14
CC(CCc1ccccc1)NC(=O)COC(=O)c1cccc(N(C)C)c1 (centres undefined)	6	9	5	106	110	3.0	113	-17	-6
CCNC(=O)/C(=C\c1ccc2c(c1)OCO2)NC(=O)c1ccc(Br)cc1	3	0	9	125	84	-2.8	112	-4	5
Cc1oc(-c2ccc(Cl)cc2)nc1CS(=O)CC(=O)NC(C)c1ccccc1 (centres undefined)	-1	2	0	102	128	0.8	103	9	-1
CN(C)c1ccc(NC(=O)C2C3C=CC(C3)C2C(=O)O)cc1 (centres undefined)	·	4	·	92	103	-1.7	114	2	·
C/C(=N\Nc1nc(C(=O)O)cs1)c1ccccc1	10	0	1	104	93	-0.7	101	7	-8
COc1ccc(N2CCN(c3nc(-c4cccs4)nc4ccccc34)CC2)cc1	0	3	5	90	96	-2.2	89	7	1
O=C(COc1ccc(Cl)cc1)Nc1cccc(-c2ccc3nncn3n2)c1	-3	0	6	106	122	0.7	102	-2	7
CC(=O)Cc1nsc(NC(=O)c2ccc(-c3ccc(F)cc3)o2)n1	-2	0	1	96	99	0.1	88	11	1
CCOC(=O)Cc1nnc(NC(=O)C23CC4CC(CC(C4)C2)C3)s1	2	0	6	102	92	1.6	95	37	0
